# Phagocyt inh – inhibitors of macrophage phagocytosis, primary screen, imaging, J774A.1 cells, IgG beads. J774A.1 macrophage IgG-bead phagocytosis. inhibition, % at 5 µM. 110,000 compounds, 0.07% hits;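 active = inhibition above the mean of the plate negative controls plus 5 SD, cut at about 13% in these data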;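 also: phagocytic index as fraction of beads internalized from green versus red external bead signal; plate controls were DMSO negative control for no effect and cytochalasin-D positive control for full effect; some results beyond the cut were filed as inactive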
# GALR2 blocker – GALR2 antagonists in receptor-expressing cells, primary screen; 140,000 compounds, 0.39% hits; inhibition, % at 4 µM; AID 828, 2007; antagonist mode; in the data active = inhibition above about 27%;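 also: cells stimulated with galanin 1-16 at roughly its EC80; 0% = agonist challenge control and 100% = basal control without agonist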
# Target sequence (O43603 whole entry, looked up): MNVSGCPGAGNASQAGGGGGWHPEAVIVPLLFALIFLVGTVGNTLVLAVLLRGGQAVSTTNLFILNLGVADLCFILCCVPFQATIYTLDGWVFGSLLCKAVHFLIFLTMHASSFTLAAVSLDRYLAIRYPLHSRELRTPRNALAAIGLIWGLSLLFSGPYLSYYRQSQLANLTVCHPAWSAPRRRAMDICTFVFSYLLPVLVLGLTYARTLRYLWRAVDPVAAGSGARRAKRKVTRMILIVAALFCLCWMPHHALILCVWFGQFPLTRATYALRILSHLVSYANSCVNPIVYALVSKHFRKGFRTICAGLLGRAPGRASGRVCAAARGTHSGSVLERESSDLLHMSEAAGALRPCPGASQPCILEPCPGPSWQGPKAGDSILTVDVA
# E-sel TNF inh – E-selectin induction blockers in HUVEC – imaging, immunofluorescence, high content, primary screen | HUVEC TNFa-induced E-selectin immunofluorescence | inhibition, % at 2 µM | AID 1246, 2008 | 120,000 compounds, 0.71% hits;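 active = inhibition above the batch mean plus 3 SD, and confirmed as a hit on visual image review, cut at about 43% in these data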;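 also: 0% = TNF-stimulated DMSO wells and 100% = unstimulated control wells; not every result past the cut was called active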
# BB579 growth dn – growth inhibitors of yeast BB579 in restrictive medium, primary screen, yeast lifespan-shortening project, S. cerevisiae; OD615, 48 h; inhibition, % at 10 µM; 140,000 compounds, 0.51% hits;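 active = inhibition above a set limit, 3 SD over the mean compound inhibition, cut at about 44% in these data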; also: inactives centre near -24
#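 Material: Saccharomyces cerevisiae DeaD strain BB579, replicative lifespan model yeast; buffer or medium: CSMM-D restrictive synthetic medium containing dextrose (glucose); compound: 10 µM single dose, DMSO 0.25%; timing: 48 h compound exposure at 30 °C after 4 h preincubation; signal: turbidity as optical density at 615 nm; benchmarks: positive control amphotericin B 10 µg/mL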
# Measles CPE – compounds protecting cells from measles virus cytopathic effect, primary screen, measles RdRp inhibitor project, single point, MLSMR library, absorbance; 140,000 compounds, 1.5% hits; protection (pct of control), % at 4 µM; Measles virus-infected cells, CPE protection; AID 841, 2007; in the data active = protection mostly above about 24%, no sharp cut-off; inactive = mostly below about 26%; also: some compounds called inactive have numbers as strong as hits
# NPY-Y2 antag – NPY-Y2 receptor antagonists, primary screen, cell-based; inhibition, % at 2.7 µM; Neuropeptide Y receptor type 2 (Homo sapiens), P49146; 140,000 compounds, 0.99% hits; NPY-Y2 expressing cells, antagonist mode; in the data active = inhibition above about 17%;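 also: 0% = vehicle with agonist challenge and 100% = reference antagonist with challenge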
# Target sequence (P49146 whole entry, looked up): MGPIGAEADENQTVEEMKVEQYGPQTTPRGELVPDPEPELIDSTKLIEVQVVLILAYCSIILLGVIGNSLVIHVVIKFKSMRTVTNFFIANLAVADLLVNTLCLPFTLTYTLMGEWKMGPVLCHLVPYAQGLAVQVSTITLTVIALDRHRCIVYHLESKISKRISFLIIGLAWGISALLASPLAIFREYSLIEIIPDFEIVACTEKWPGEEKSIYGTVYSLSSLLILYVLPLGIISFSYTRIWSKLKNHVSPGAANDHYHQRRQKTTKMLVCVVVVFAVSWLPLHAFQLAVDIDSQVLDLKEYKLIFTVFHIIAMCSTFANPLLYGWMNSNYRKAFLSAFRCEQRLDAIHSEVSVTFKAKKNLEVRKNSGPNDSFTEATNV
# MRP1 act – H69AR viability gain despite doxorubicin, primary screen, MRP-1 activator project, H69AR cells, CellTiter-Glo | 140,000 compounds, 0.61% hits | viability rescue | viability increase, % at 10 µM;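 active = viability gain under doxorubicin at or above a set limit, the compound median plus 3 SD, cut at about 4.7% in these data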;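 also: MRP-1 overexpressing cells given doxorubicin 25 µM after compound pretreatment; 18-22 h compound pretreatment then 72 h with doxorubicin before readout; 0% = doxorubicin-only wells and 100% = vehicle-treated cells without doxorubicin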
# bCat KO growth – primary screen for growth suppressors in beta-catenin knockout HCT116 cells (colon tumor, human); HCT116 beta-catenin knockout viability, CellTiter-Glo, 60 h; stronger effect = lower value; viability, % at 10 µM; 140,000 compounds, 1.5% hits; AID 818, 2007;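 active = viability at or under a set limit, the compound median less 4 SD, cut at about 6% in these data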;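 also: 0% = Hyamine 1622 control at 20 µM and 100% = untreated cell control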
# PTEN del growth – growth suppression of PTEN-null HCT116, primary screen, cell-based, CellTiter-Glo; HCT116 PTEN-null viability, 60 h; stronger effect = lower value; viability, % at 10 µM; 140,000 compounds, 1.2% hits; AID 827, 2007;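 active = viability at or below a set limit, 4 SD under the median of all tested compounds, cut at about 3.7% in these data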;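 also: PTEN knockout HCT116 line with beta catenin targeted HCT116 as companion control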
# Yeast lifespan up – compounds extending yeast replicative lifespan, primary screen, S. cerevisiae, OD615; S. cerevisiae growth with nicotinamide; deaD strain in restrictive glucose medium; 130,000 compounds, 0.68% hits; inhibition of the nicotinamide effect, % at 10 µM;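 active = inhibition above a set limit, placed 3 SD over the median of all compounds, cut at about 26% in these data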;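 also: 0% = nicotinamide-treated wells and 100% = cells grown without nicotinamide; some compounds called inactive have numbers as strong as hits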
#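 Assay system: DeaD-strain S. cerevisiae. Medium: CSMM-D glucose medium, restrictive. Reagent: nicotinamide, 1.5 mM, co-present with compound. Compound: 10 µM single point, 0.25% DMSO. Schedule: culture preincubation 4 h, compound exposure 48 h, both 30 °C. Detection: absorbance at 615 nm.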
# * marks the source's active call; other numbers are inactive results; · = not tested or not shown.
nr	Structure	Phagocyt inh	GALR2 blocker	E-sel TNF inh	BB579 growth dn	Measles CPE
1	COc1cc(OC)c(C2Oc3nc(SC)nnc3-c3ccccc3N2C(C)=O)cc1OC (stereo unspecified)	·	-6	1	-18	12
2	CCn1nc(C(=O)N2CCc3ccccc3C2)c2ccccc2c1=O	-1	4	·	-41	4
3	CN1C(=O)c2ccc(C(=O)NCc3ccc4c(c3)OCO4)cc2C1=O	-4	0	0	-6	11
4	COc1cc2nc(SCC(=O)NCCc3ccccc3)n(Cc3ccco3)c(=O)c2cc1OC	0	-2	15	-16	5
5	N/C(=N\c1nc(C(F)(F)F)cc(=O)[nH]1)Nc1ccc(Cl)cc1	-8	11	-20	-32	7
6	Cc1c(C(=O)NCCCN2CCOCC2)oc2c1C1(CCC2)SCCS1	0	12	·	-27	6
7	Cc1cc(C)nc(N(C#N)CCOc2ccc(Cl)cc2)n1	·	5	-24	-15	19
8	Cc1cc(=O)[nH]c(Cc2ccc(OC(C)C)cc2)n1	-1	7	·	-70	4
9	CSc1ccc(S(=O)(=O)Nc2c(C)cccc2C)cc1	-1	6	3	-2	2
10	O=C(N/N=C/c1ccco1)Nc1ccccc1	-11	4	-4	-20	12
11	CCOC(=O)N1CCN(C(=O)Cc2ccc(-n3c(=S)[nH]c4ccccc4c3=O)cc2)CC1	-3	-5	·	-14	49*
12	COc1ccc(OC)c(/C=N/N(C)c2ccccc2)c1	-1	-9	22	-77	17
13	Cc1cccc(C2=NC(C(F)(F)F)(C(F)(F)F)c3c(n(-c4ccc(F)cc4)c(=O)[nH]c3=O)N2)c1	-5	0	·	-63	8
14	O=C(Oc1ccc(-c2ccccc2)cc1)N1CCOCC1	-4	3	-21	-20	15
15	Cc1ccc(NC(C)C(=O)N/N=C/c2c[nH]c3ccccc23)cc1 (stereo unspecified)	-2	23	·	-11	14

nr	NPY-Y2 antag	MRP1 act	bCat KO growth	PTEN del growth	Yeast lifespan up
1	3	-2.4	95	111	-1
2	3	0.0	77	80	-8
3	4	-0.9	93	97	-2
4	7	-3.9	91	92	0
5	0	-2.8	73	25	9
6	1	-1.7	82	90	8
7	2	4.6	91	99	·
8	1	-0.4	98	95	-4
9	3	-2.5	94	79	-13
10	2	2.1	90	90	-11
11	2	-1.4	118	92	-10
12	5	1.7	92	87	-18
13	0	-2.1	67	69	8
14	2	2.8	100	94	-12
15	2	-3.4	91	98	2

# Other entries.
nr	Structure	Phagocyt inh	GALR2 blocker	E-sel TNF inh	BB579 growth dn	Measles CPE
16	O=C(NC(=S)Nc1ccc(S(=O)(=O)N2CCCC2)cc1)c1cccs1	0	-15	·	-9	21
17	Cc1cc(C(F)F)n2ncc(C(=O)NCc3ccccc3C(F)(F)F)c2n1	·	-3	-12	0	10
18	Cc1ccc(CCN2CC(C(=O)NCCCOC(C)C)CC2=O)cc1 (stereo unspecified)	1	0	3	-21	21
19	Cc1nn(C)c(Cl)c1NC(=O)OCc1ccc(F)cc1	·	-2	-11	13	4
20	NC(=O)C1(NC(=O)[C@@H]2CC3(CC(c4cccc(NC(=O)[C@@H]5CCC(=O)N5)c4)=NO3)CN2C(=O)Cc2ccc(Cl)cc2)CC1 (stereo partly specified)	·	1	21	-31	2
21	O=C(CN1CCN(c2ccccn2)CC1)NCc1cccs1	-2	9	-47	-12	8
22	Cc1c(N)c(C(C)(C)C)cc(C(C)(C)C)c1[N+](=O)[O-]	·	-3	·	-21	3
23	COC(=O)CCC(=O)Nc1cccc(C(=O)Nc2cccc(Cl)c2)c1	1	-8	-6	-46	10
24	O=[N+]([O-])c1cccc(NC(=S)NCCc2ccccc2)c1	-4	13	-1	-28	18
25	O=C1C2Sc3[nH]c(=O)sc3C(c3ccccc3)C2C(=O)N1c1ccc(Cl)cc1 (stereo unspecified)	·	8	-27	-43	3
26	CCCn1c(SCC(=O)Nc2ccc3c(c2)OCCO3)nnc1-c1ccco1	1	-6	·	-12	13
27	CC1(C)NC(=O)N(CC(=O)OCC(=O)Nc2cccc(F)c2)C1=O	-1	-12	1	-62	6
28	COc1ccc(-c2nc(N)ncc2Oc2ccccc2Br)c(O)c1	2	-5	·	-37	5
29	COc1cccc(N(C(=O)c2cnccn2)C(C(=O)NC2CCCCC2)c2ccc(Cl)cc2)c1 (stereo unspecified)	0	11	-4	-86	2
30	COc1ccc(C(=O)C[n+]2ccc3c(c2)nc(-c2ccccc2)n3C)cc1	-10	4	·	9	6

nr	NPY-Y2 antag	MRP1 act	bCat KO growth	PTEN del growth	Yeast lifespan up
16	3	-2.8	88	87	-4
17	5	-1.4	94	87	-14
18	3	1.4	99	101	-6
19	3	-1.1	90	79	-7
20	1	0.4	78	86	-12
21	3	-2.0	93	98	-1
22	6	0.9	91	88	7
23	-1	1.2	89	96	-13
24	0	-3.6	66	63	-7
25	5	-2.7	94	90	14
26	3	-3.5	87	85	-7
27	4	-1.1	97	101	-2
28	10	-0.7	93	92	-7
29	3	-1.5	92	94	3
30	2	0.9	84	82	3

# 3 entries from above, arranged by the value under GALR2 blocker, smallest number first:
no. | smiles | Phagocyt inh | GALR2 blocker | E-sel TNF inh | Measles CPE | NPY-Y2 antag | Yeast lifespan up
16 | O=C(NC(=S)Nc1ccc(S(=O)(=O)N2CCCC2)cc1)c1cccs1 | 0 | -15 | · | 21 | 3 | -4
18 | Cc1ccc(CCN2CC(C(=O)NCCCOC(C)C)CC2=O)cc1 (stereo unspecified) | 1 | 0 | 3 | 21 | 3 | -6
25 | O=C1C2Sc3[nH]c(=O)sc3C(c3ccccc3)C2C(=O)N1c1ccc(Cl)cc1 (stereo unspecified) | · | 8 | -27 | 3 | 5 | 14

# More compounds follow.
nr	Structure	Phagocyt inh	GALR2 blocker	E-sel TNF inh	BB579 growth dn	Measles CPE
31	CCCn1nc(Oc2nc(NCC)nc(NCC)n2)ccc1=O	·	4	11	-22	11
32	CCOC(=O)CNc1c(-c2ccc(O)cc2)nc2ccccn12	1	4	20	-49	35
33	COCc1c(Br)c(C)nc(OCC(=O)O)c1C#N	1	23	-9	-19	11
34	O=C1NC(c2ccccc2)(C(F)(F)F)SC2=CCCCCN12 (stereo unspecified)	·	1	-47	-13	22
35	COc1ccc(NC(=O)C(c2ccc(OC)cc2)N(C)C(=O)Cc2cccs2)cc1 (stereo unspecified)	-11	5	-21	-30	4
36	CCOC(=O)N1CCN(C(=O)c2cc(Cl)c(Cl)cc2C(=O)O)CC1	0	2	-15	-30	6
37	Cc1ccc(OCC(=O)Nc2ccccc2-c2ccccc2)cc1	·	-8	-38	-1	14
38	COc1ccc(N(C(=O)C2COc3ccccc3O2)C(C(=O)NC2CCCCC2)c2ccccc2)cc1OC (stereo unspecified)	-12	-8	·	-25	28
39	O=C(c1ccc2c(c1)OCO2)N(c1ccccc1)C1C=CS(=O)(=O)C1 (stereo unspecified)	-2	17	5	-2	17
40	COc1cccc(C=NCCNC(=O)c2nonc2N)c1O	-1	-3	·	10	3
41	CCOC(=O)C1C(=O)OC2(CCCCC2)C1C(=O)OCC (stereo unspecified)	-3	-13	32	-37	1
42	Cc1ccc(OCC(=O)NCCN2CCCC2)cc1	-1	3	1	-48	14
43	Nc1ccc2nc(-c3ccc(Cl)cc3)[nH]c2c1	0	·	·	-14	23
44	NC(CSS(=O)(=O)O)=NCCC12CC3CC(CC(O)(C3)C1)C2	5	-21	·	-13	18
45	Cn1c(Cc2ccccc2)nnc1SCC(=O)N1CCCCC1	·	2	-5	-23	35

nr	NPY-Y2 antag	MRP1 act	bCat KO growth	PTEN del growth	Yeast lifespan up
31	0	-2.7	78	85	-12
32	0	-1.1	76	74	-12
33	3	0.3	103	101	-4
34	4	-4.0	90	87	-3
35	4	-1.0	86	89	7
36	5	0.6	101	98	2
37	7	-2.6	83	76	-32
38	4	0.4	67	69	4
39	-1	-0.7	98	96	-6
40	-1	-1.2	92	93	-7
41	-1	-3.3	98	100	2
42	1	-0.3	101	105	-12
43	·	-6.1	68	67	-11
44	1	-4.5	94	103	3
45	0	-0.1	107	94	·

# Reformatted field by field: part of the list above.
[37] Cc1ccc(OCC(=O)Nc2ccccc2-c2ccccc2)cc1
  Phagocyt inh: ·
  GALR2 blocker: -8
  E-sel TNF inh: -38
  BB579 growth dn: -1
  Measles CPE: 14
  NPY-Y2 antag: 7
  MRP1 act: -2.6
  bCat KO growth: 83
  PTEN del growth: 76
  Yeast lifespan up: -32

[43] Nc1ccc2nc(-c3ccc(Cl)cc3)[nH]c2c1
  Phagocyt inh: 0
  GALR2 blocker: ·
  E-sel TNF inh: ·
  BB579 growth dn: -14
  Measles CPE: 23
  NPY-Y2 antag: ·
  MRP1 act: -6.1
  bCat KO growth: 68
  PTEN del growth: 67
  Yeast lifespan up: -11

# Shown as a hit in Measles CPE (from the list above):
no. | Compound | Phagocyt inh | GALR2 blocker | E-sel TNF inh | Measles CPE | NPY-Y2 antag | Yeast lifespan up
11 | CCOC(=O)N1CCN(C(=O)Cc2ccc(-n3c(=S)[nH]c4ccccc4c3=O)cc2)CC1 | -3 | -5 | · | 49* | 2 | -10

# Next records:
nr	Structure	Phagocyt inh	GALR2 blocker	E-sel TNF inh	BB579 growth dn	Measles CPE
46	Cc1ccc2nc(N(CCN(C)C)C(=O)c3cc(Cl)sc3Cl)sc2c1	-1	-10	·	-16	·
47	Cc1cc(C)cc(Nc2cc(C)nc3nc(C)nn23)c1	0	1	·	-24	34
48	Cc1n[nH]c(=S)c2nn(-c3ccccc3)c(C)c12	·	1	-30	-52	22
49	COc1ccccc1-c1cc(C(=O)N/N=C\c2cn(C)nc2C)c2ccccc2n1	-1	7	0	-50	12
50	Nc1c(Cl)ncnc1N/N=C/c1ccccn1	-5	10	4	96*	7
51	COc1ccc(NC(=O)CC2C(=O)N(c3ccc(OC)cc3)C(=S)N2NC(=O)c2cccc(F)c2)cc1 (stereo unspecified)	3	5	·	-35	5
52	CN1C(=O)C(O)(CC(=O)c2ccc(F)cc2)c2cc(Br)ccc21 (stereo unspecified)	0	11	-35	-1	7
53	CC(/C=C/c1ccccc1)=N\NC(N)=S	0	2	24	-3	14
54	O=C1NC(=O)/C(=C\c2ccc(Sc3ccc(Cl)cc3)o2)N1	0	2	-28	-44	14

nr	NPY-Y2 antag	MRP1 act	bCat KO growth	PTEN del growth	Yeast lifespan up
46	8	-0.9	88	83	-1
47	-3	-2.3	84	94	-8
48	8	-2.4	93	87	1
49	1	-2.8	87	95	1
50	4	-2.4	2.5*	3.4*	-13
51	0	0.4	93	100	2
52	3	-3.9	14	15	-8
53	1	-5.2	86	79	-10
54	2	0.2	104	111	-6

# Screening results deposited in PubChem BioAssay by several laboratories.

# Rows were taken by chance; overall some 6.1% were active at least once.
